HTR5A ag: counter-screen for OPRM1-OPRD1 agonists: human HTR5A agonism. activation, % at 9.3 µM. HTR5A agonist assay, luminescence, cell-based. AID 504692. 340,000 tested, 0.61% active; in the data active = activation mostly above about 9.5%, no sharp cut-off; inactive = mostly below about 7.6%;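 also: 0% = cells with vehicle only and 100% = reference agonist; strong numbers were not always called active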
CAL PDZ FP: inhibitors of human CAL PDZ peptide binding; Q9HD26; purified CAL PDZ, TMR-peptide fluorescence polarization, 1 h; inhibition, % at 24.9 µM; 300,000 tested, 0.92% active; AID 602252;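 active = mean inhibition of at least 30% with at least half of replicates also reaching 30%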;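 also: 0% = DMSO neutral control and 100% = excess unlabeled competitor peptide PRC23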
MOR-DOR inv ag: inverse agonist of human OPRM1-OPRD1 heterodimerization; P35372+P41143; cell-based MOR-DOR heterodimer luminescence, inverse agonism; inhibition, % at 9.3 µM; 340,000 tested, 0.21% active; in the data active = inhibition above about 22%, passing the limit was not always enough;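 also: 0% = cells with DMSO and 100% = wells without cells with DMSO; values of inactives mirror those of a sister screen read the other way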
Target sequence (P35372 whole entry, looked up): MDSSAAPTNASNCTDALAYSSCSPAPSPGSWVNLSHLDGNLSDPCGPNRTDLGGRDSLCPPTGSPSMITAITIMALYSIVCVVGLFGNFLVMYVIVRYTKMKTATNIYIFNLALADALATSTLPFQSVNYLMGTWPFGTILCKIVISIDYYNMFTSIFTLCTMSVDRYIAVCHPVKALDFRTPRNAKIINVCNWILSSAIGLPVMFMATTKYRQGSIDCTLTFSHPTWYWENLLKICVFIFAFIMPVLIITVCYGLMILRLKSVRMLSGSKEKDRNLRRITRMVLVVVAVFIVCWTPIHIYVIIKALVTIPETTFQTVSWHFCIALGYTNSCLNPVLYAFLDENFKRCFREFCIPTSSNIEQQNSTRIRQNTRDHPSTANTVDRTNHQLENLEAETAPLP
Target sequence (P41143 whole entry, looked up): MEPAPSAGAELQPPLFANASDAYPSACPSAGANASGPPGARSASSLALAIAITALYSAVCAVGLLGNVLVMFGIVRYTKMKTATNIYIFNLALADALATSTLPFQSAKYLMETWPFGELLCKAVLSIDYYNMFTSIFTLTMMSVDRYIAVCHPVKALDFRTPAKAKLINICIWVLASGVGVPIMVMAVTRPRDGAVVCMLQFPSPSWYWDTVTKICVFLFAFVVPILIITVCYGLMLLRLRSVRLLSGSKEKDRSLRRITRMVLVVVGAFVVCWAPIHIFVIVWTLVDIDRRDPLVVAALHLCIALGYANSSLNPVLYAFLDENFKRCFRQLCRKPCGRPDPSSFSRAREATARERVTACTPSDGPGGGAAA
Keap1-Nrf2 PPI: inhibitors of human Keap1-Nrf2 protein-protein interaction | inhibition, % at 9.4 µM | Keap1 Kelch-Nrf2 peptide fluorescence polarization, 1536-well | Q14145 | AID 504523 | 340,000 tested, 0.15% active; in the data active = inhibition above about 12%;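 also: human Keap1 Kelch domain with fluorescein labeled Nrf2 9mer peptide probe; 0% = neutral control wells and 100% = peptide positive control; higher means more block of Keap1 binding to Nrf2 peptide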
OPRM1-OPRD1 ag: OPRM1-OPRD1 heterodimerization agonism; P35372+P41143; cells, luminescence; activation, % at 9.3 µM; 340,000 tested, 0.3% active; AID 504326; in the data active = activation above about 18%;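 also: 0% = vehicle-treated cells and 100% = reference agonist; values of inactives mirror those of a sister screen read the other way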
C-LANA FP: inhibitors of KSHV LANA C-terminal domain DNA binding. MBP-C-LANA/FAM-LBS DNA binding, fluorescence polarization. inhibition, % at 9 µM. 340,000 tested, 0.078% active;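 active = highest replicate inhibition at or above 60% at 9 µM, even if other replicates fall short; inactive = all replicates below 60% inhibition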;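 also: 0% = neutral control wells and 100% = 4 µM acridine orange control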
Cardiac RTF inh: cardiac RTF calcium desensitization; inhibition, % at 7.15 µM; IANBD-labeled cardiac RTF, Ca2+ fluorescence; 340,000 tested, 0.12% active; P19429+P45379;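 active = inhibition above the mean inhibition of all tested compounds plus 3 SD, cut at about 17% in these data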;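 also: assay run at fixed EC70 calcium of 1.6 mM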
V-ATPase pHluor: alters yeast V-ATPase proton transport; S. cerevisiae, pHLuorin cytosolic pH fluorescence; response, % at 10 µM; 350,000 tested, 0.37% active; AID 504577; in the data active = response mostly above about 7.3%, no sharp cut-off; inactive = mostly below about 5.4%; also: actives read high; inactives centre near 0; some compounds called inactive have numbers as strong as hits; reference of the scale not given here
cardiac RTF act: cardiac RTF calcium sensitization; 340,000 tested, 0.24% active; AID 493008; activation, % at 7.2 µM; IANBD-labeled TnC RTF fluorescence at EC20 calcium; 0% EC20 calcium, 100% full calcium; P19429+P45379;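 active = activation above the mean over all tested compounds plus 3 SD, cut at about 30% in these data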;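 also: rise in fluorescence read as greater calcium sensitivity of cardiac thin filaments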
HTR5A inv ctr: HTR5A inverse agonism, opioid heterodimer counter-screen | P47898 | HTR5A cell line, luminescence | inhibition, % at 9.3 µM | 340,000 tested, 0.083% active | AID 504634; in the data active = inhibition mostly above about 23%, no sharp cut-off; inactive = mostly below about 18%;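 also: 0% = cells with DMSO and 100% = no-cell wells with DMSO; some compounds called inactive have numbers as strong as hits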
* hit, by the source's call.

What do the screens show for `O=S(=O)(NCc1ccncc1)c1ccc(S(=O)(=O)NCC2CCCO2)cc1` (configuration not stated)?
HTR5A ag: 7.0; CAL PDZ FP: -2.5; MOR-DOR inv ag: 9.0; Keap1-Nrf2 PPI: 1.2; OPRM1-OPRD1 ag: -1.5; C-LANA FP: 0.1; Cardiac RTF inh: -6.1; V-ATPase pHluor: 6.8; cardiac RTF act: -4.2; HTR5A inv ctr: -7.8

Results for COc1ccc(NC(=O)N(Cc2ccc(C)cc2)Cc2ccccn2)c(OC)c1 ?
HTR5A ag: -3.0; CAL PDZ FP: -0.7; MOR-DOR inv ag: 16.3; Keap1-Nrf2 PPI: -2.4; OPRM1-OPRD1 ag: -3.1; C-LANA FP: 1.7; Cardiac RTF inh: -4.6; V-ATPase pHluor: 0.7; cardiac RTF act: -1.1; HTR5A inv ctr: 8.3

What do the screens show for `Cc1cn(-c2cccnc2)c(C)c1CNC[C@H]1O[C@@H](n2cnc3c(N)ncnc32)[C@H](O)[C@@H]1O`?
HTR5A ag: 3.3; CAL PDZ FP: 6.5; MOR-DOR inv ag: 20.3; Keap1-Nrf2 PPI: -5.3; OPRM1-OPRD1 ag: -4.4; C-LANA FP: -1.0; Cardiac RTF inh: -8.1; V-ATPase pHluor: -1.4; cardiac RTF act: 3.4; HTR5A inv ctr: -12.4

Results for Cc1sc2ncnc(-n3cnc4ccccc43)c2c1C ?
HTR5A ag: -3.1; CAL PDZ FP: -2.7; MOR-DOR inv ag: 7.3; Keap1-Nrf2 PPI: -2.7; OPRM1-OPRD1 ag: -1.2; C-LANA FP: 0.8; Cardiac RTF inh: -5.7; V-ATPase pHluor: 0.9; cardiac RTF act: -2.1; HTR5A inv ctr: 16.3

Results for O=C(Nc1ccc(Cl)c(S(=O)(=O)N2CCCCC2)c1)c1cccnc1 ?
HTR5A ag: -3.2; CAL PDZ FP: 1.5; MOR-DOR inv ag: -5.5; Keap1-Nrf2 PPI: 4.8; OPRM1-OPRD1 ag: 1.4; C-LANA FP: 0.5; Cardiac RTF inh: -11.9; V-ATPase pHluor: 8.0; cardiac RTF act: 2.3; HTR5A inv ctr: 8.1

How did COc1ccc(/C(C)=N/NC(=O)c2sccc2-n2cccc2)cc1 do in these assays?
HTR5A ag: 4.8; CAL PDZ FP: -5.0; MOR-DOR inv ag: 8.7; Keap1-Nrf2 PPI: -7.6; OPRM1-OPRD1 ag: -1.7; C-LANA FP: -1.3; Cardiac RTF inh: 5.2; V-ATPase pHluor: -1.6; cardiac RTF act: 2.4; HTR5A inv ctr: 23.7

How did COC(=O)Cc1ccc(NC(=S)NCCC(C)C)cc1 do in these assays?
HTR5A ag: 5.5; CAL PDZ FP: -2.4; MOR-DOR inv ag: -2.3; Keap1-Nrf2 PPI: -5.4; OPRM1-OPRD1 ag: 0.3; C-LANA FP: 1.5; Cardiac RTF inh: -3.3; V-ATPase pHluor: 1.9; cardiac RTF act: -0.8; HTR5A inv ctr: -15.1

What do the screens show for `Clc1ccccc1OCc1nnc(-c2ccccc2Br)o1`?
HTR5A ag: 5.5; CAL PDZ FP: -5.5; MOR-DOR inv ag: -5.8; Keap1-Nrf2 PPI: 2.6; OPRM1-OPRD1 ag: 0.9; C-LANA FP: -1.4; Cardiac RTF inh: 1.7; V-ATPase pHluor: 1.1; cardiac RTF act: -3.3; HTR5A inv ctr: -3.2

What do the screens show for `CCOc1ccc(N(CC(=O)Nc2ccccc2)S(C)(=O)=O)cc1`?
HTR5A ag: -6.8; CAL PDZ FP: -1.4; MOR-DOR inv ag: 21.1; Keap1-Nrf2 PPI: -3.3; OPRM1-OPRD1 ag: -3.9; C-LANA FP: -1.0; Cardiac RTF inh: 2.8; V-ATPase pHluor: -6.3; cardiac RTF act: 4.2; HTR5A inv ctr: 19.0

What do the screens show for `CCN(CC)c1ccc(-c2nc3cnccc3n2C)cc1`?
HTR5A ag: 2.8; CAL PDZ FP: -0.8; MOR-DOR inv ag: 18.2; Keap1-Nrf2 PPI: 0.1; OPRM1-OPRD1 ag: -4.1; C-LANA FP: -0.4; Cardiac RTF inh: -2.9; V-ATPase pHluor: 4.6; cardiac RTF act: -6.4; HTR5A inv ctr: 19.9

How did CC(=O)NC(NC(=S)Nc1ccc(N=Nc2ccccc2)cc1)C(Cl)(Cl)Cl (configuration not stated) do in these assays?
HTR5A ag: -2.5; CAL PDZ FP: 1.3; MOR-DOR inv ag: -2.0; Keap1-Nrf2 PPI: -4.1; OPRM1-OPRD1 ag: 0.3; C-LANA FP: 1.3; Cardiac RTF inh: 12.3; V-ATPase pHluor: -7.8; cardiac RTF act: -1.8; HTR5A inv ctr: 5.0

What do the screens show for `Cc1ccc(NC(=O)CCNS(=O)(=O)c2cccc3nsnc23)cc1`?
HTR5A ag: -1.1; CAL PDZ FP: -1.2; MOR-DOR inv ag: 15.7; Keap1-Nrf2 PPI: -1.9; OPRM1-OPRD1 ag: -2.9; C-LANA FP: 0.1; Cardiac RTF inh: -18.4; V-ATPase pHluor: 0.3; cardiac RTF act: -1.0; HTR5A inv ctr: 30.4

Results for CC1(C)C(=O)Nc2ccccc2N1C(=O)COC(=O)/C=C/c1ccc(OC(F)F)cc1 ?
HTR5A ag: 0.3; CAL PDZ FP: -4.7; MOR-DOR inv ag: -34.0; Keap1-Nrf2 PPI: -3.1; OPRM1-OPRD1 ag: 5.3; C-LANA FP: 1.7; Cardiac RTF inh: -9.8; V-ATPase pHluor: -2.2; cardiac RTF act: 0.9; HTR5A inv ctr: -0.9

What do the screens show for `CC12CCC(C(=O)Nc3cccc(NC(=O)C45CCC(C)(C(=O)O4)C5(C)C)n3)(OC1=O)C2(C)C`?
HTR5A ag: 1.3; CAL PDZ FP: -1.2; MOR-DOR inv ag: -5.2; Keap1-Nrf2 PPI: 0.3; OPRM1-OPRD1 ag: 0.9; C-LANA FP: 0.7; Cardiac RTF inh: 2.8; V-ATPase pHluor: 1.4; cardiac RTF act: 7.0; HTR5A inv ctr: 3.9

Results for COc1ccc(S(=O)(=O)NCCc2nnc3ccc(SCC(=O)Nc4nc(C)cs4)nn23)cc1 ?
HTR5A ag: 4.2; CAL PDZ FP: -5.1; MOR-DOR inv ag: -0.9; Keap1-Nrf2 PPI: 3.5; OPRM1-OPRD1 ag: 0.2; C-LANA FP: -0.7; Cardiac RTF inh: 5.0; V-ATPase pHluor: -0.7; cardiac RTF act: -3.6; HTR5A inv ctr: 4.0

What do the screens show for `COc1ccc(C)c2sc(N(CCN(C)C)C(=O)c3ccc4ccccc4c3)nc12`?
HTR5A ag: 5.2; MOR-DOR inv ag: 1.4; Keap1-Nrf2 PPI: 3.0; OPRM1-OPRD1 ag: -0.3; C-LANA FP: 0.6; Cardiac RTF inh: -11.7; V-ATPase pHluor: 0.2; cardiac RTF act: -5.5; HTR5A inv ctr: 19.8

How did Fc1cccc(CNc2ncnc3cc(Cl)ccc23)c1F do in these assays?
HTR5A ag: 3.1; CAL PDZ FP: -5.9; MOR-DOR inv ag: 5.5; Keap1-Nrf2 PPI: 0.6; OPRM1-OPRD1 ag: -1.1; C-LANA FP: 1.2; Cardiac RTF inh: -1.7; V-ATPase pHluor: 2.5; cardiac RTF act: 6.7; HTR5A inv ctr: -11.5

How did CC1(c2ccc(OC(F)F)cc2)NC(=O)N(CC(=O)Nc2cccc(S(N)(=O)=O)c2)C1=O (configuration not stated) do in these assays?
HTR5A ag: 7.4; CAL PDZ FP: -0.9; MOR-DOR inv ag: 3.9; Keap1-Nrf2 PPI: -3.0; OPRM1-OPRD1 ag: -0.8; C-LANA FP: 1.9; Cardiac RTF inh: -1.7; V-ATPase pHluor: -0.8; cardiac RTF act: -0.9; HTR5A inv ctr: -3.3

What do the screens show for `COc1ccc(CCN(Cc2cc3ccc(C)cc3[nH]c2=O)C(C)=O)cc1OC`?
HTR5A ag: 3.5; CAL PDZ FP: -3.1; MOR-DOR inv ag: 4.3; Keap1-Nrf2 PPI: -2.4; OPRM1-OPRD1 ag: -0.8; C-LANA FP: -0.9; Cardiac RTF inh: -0.4; V-ATPase pHluor: 1.7; cardiac RTF act: -4.3; HTR5A inv ctr: 11.7

Results for O=[N+]([O-])c1ccccc1-c1cc(-c2cc(Cl)ccc2O)n[nH]1 ?
HTR5A ag: 0.7; CAL PDZ FP: -7.6; MOR-DOR inv ag: -26.2; Keap1-Nrf2 PPI: -1.0; OPRM1-OPRD1 ag: 4.9; C-LANA FP: 3.5; Cardiac RTF inh: 10.1; V-ATPase pHluor: -1.7; cardiac RTF act: -2.3; HTR5A inv ctr: 0.5

How did Cc1cc(C)n(-c2nc3c(c(=O)[nH]c(=O)n3C)n2Cc2ccc(F)cc2)n1 do in these assays?
HTR5A ag: 2.5; CAL PDZ FP: -3.9; MOR-DOR inv ag: 13.9; Keap1-Nrf2 PPI: 1.1; OPRM1-OPRD1 ag: -2.4; C-LANA FP: 2.5; Cardiac RTF inh: 3.4; V-ATPase pHluor: -1.2; cardiac RTF act: -3.0; HTR5A inv ctr: -7.5

Results for Cc1c(C(=O)N(Cc2ccccc2)C(C)C)oc2ccc(S(=O)(=O)N3CCOCC3)cc12 ?
HTR5A ag: -0.7; CAL PDZ FP: 15.9; MOR-DOR inv ag: -13.7; Keap1-Nrf2 PPI: -6.8; OPRM1-OPRD1 ag: 2.6; C-LANA FP: -0.3; Cardiac RTF inh: -5.8; V-ATPase pHluor: 0.9; cardiac RTF act: -2.4; HTR5A inv ctr: 2.8

How did CCOC(=O)C1=C(C)N(C)C(=S)N(C)C1c1ccc(OC)cc1 (configuration not stated) do in these assays?
HTR5A ag: -3.3; CAL PDZ FP: -0.8; MOR-DOR inv ag: 7.1; Keap1-Nrf2 PPI: -0.5; OPRM1-OPRD1 ag: -1.5; C-LANA FP: 0.5; Cardiac RTF inh: 6.5; V-ATPase pHluor: 6.7; cardiac RTF act: -0.2; HTR5A inv ctr: 8.2

Results for CCOC(=O)c1c(C)[nH]c(C(=O)COC(=O)c2ccc(O)cc2)c1C ?
HTR5A ag: 3.5; CAL PDZ FP: -3.5; MOR-DOR inv ag: -18.2; Keap1-Nrf2 PPI: -3.3; OPRM1-OPRD1 ag: 3.5; C-LANA FP: 0.1; Cardiac RTF inh: -7.7; V-ATPase pHluor: 11.6; cardiac RTF act: 8.2; HTR5A inv ctr: -53.8

What do the screens show for `C[C@H](NC(=O)c1[nH]cnc1C(=O)Nc1cccc(Cl)c1)c1ccccc1`?
HTR5A ag: 18.1; CAL PDZ FP: -3.2; MOR-DOR inv ag: -17.2; Keap1-Nrf2 PPI: -6.4; OPRM1-OPRD1 ag: 3.0; C-LANA FP: 0.7; Cardiac RTF inh: -4.9; V-ATPase pHluor: -1.7; cardiac RTF act: 0.9; HTR5A inv ctr: -53.2

How did Nc1nonc1-n1nnc(C(=O)c2ccccc2)c1-c1ccccc1 do in these assays?
HTR5A ag: 2.7; MOR-DOR inv ag: -3.9; Keap1-Nrf2 PPI: 0.1; OPRM1-OPRD1 ag: 0.9; C-LANA FP: 1.3; Cardiac RTF inh: 9.2; V-ATPase pHluor: -3.7; cardiac RTF act: 0.4; HTR5A inv ctr: -5.4

What do the screens show for `O=C(CNC(=O)c1ccc(Br)o1)NCc1ccc(Cl)cc1Cl`?
HTR5A ag: 3.7; CAL PDZ FP: -3.1; MOR-DOR inv ag: 7.3; Keap1-Nrf2 PPI: -2.5; OPRM1-OPRD1 ag: -1.4; C-LANA FP: -0.3; Cardiac RTF inh: -3.9; V-ATPase pHluor: 1.8; cardiac RTF act: -1.0; HTR5A inv ctr: -24.0

Assay outcomes as filed in PubChem.
